High-throughput results: PubChem BioAssay, National Center for Advancing Translational Sciences (NCATS)
RGS4 inh = blocks human RGS4-accelerated GTP hydrolysis; Transcreener GDP fluorescence polarization, RGS4-accelerated GTP hydrolysis; Potency, µM (doses to about 114 µM), without a hit: top-dose activity change, negative = inhibition, hits mostly inhibitors; 390,000 tested, 0.039% active; further: potency means the concentration at half of the fitted maximal effect; on the % scale 0 is the no-effect control and ±100 the full control effect; nearly all actives have a fitted effect of over 75% in size; some results filed as inactive show a strong effect at the top dose
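MLSMR compounds (23 nl, pin-transferred) preincubated 10 min at room temperature with a 500nM (2x) first reagent, then RGS4 at 900nM (2x) plus Transcreener GDP mix added; fluorescence polarization (620/688 nm) read before and after 90 min at 30 °C.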
ALOX12 inh = blocks human arachidonate 12S-lipoxygenase. P18054. purified 12hLO, xylenol orange hydroperoxide absorbance. Potency, µM (series often up to 108 µM), for inactives: top-dose activity change, negative = inhibition, usual class: inhibitors. 580,000 tested, 1.1% active; further: potency means the concentration at half of the fitted maximal effect; on the % scale 0 is the no-effect control and ±100 the full control effect
Target sequence (P18054 whole entry, looked up): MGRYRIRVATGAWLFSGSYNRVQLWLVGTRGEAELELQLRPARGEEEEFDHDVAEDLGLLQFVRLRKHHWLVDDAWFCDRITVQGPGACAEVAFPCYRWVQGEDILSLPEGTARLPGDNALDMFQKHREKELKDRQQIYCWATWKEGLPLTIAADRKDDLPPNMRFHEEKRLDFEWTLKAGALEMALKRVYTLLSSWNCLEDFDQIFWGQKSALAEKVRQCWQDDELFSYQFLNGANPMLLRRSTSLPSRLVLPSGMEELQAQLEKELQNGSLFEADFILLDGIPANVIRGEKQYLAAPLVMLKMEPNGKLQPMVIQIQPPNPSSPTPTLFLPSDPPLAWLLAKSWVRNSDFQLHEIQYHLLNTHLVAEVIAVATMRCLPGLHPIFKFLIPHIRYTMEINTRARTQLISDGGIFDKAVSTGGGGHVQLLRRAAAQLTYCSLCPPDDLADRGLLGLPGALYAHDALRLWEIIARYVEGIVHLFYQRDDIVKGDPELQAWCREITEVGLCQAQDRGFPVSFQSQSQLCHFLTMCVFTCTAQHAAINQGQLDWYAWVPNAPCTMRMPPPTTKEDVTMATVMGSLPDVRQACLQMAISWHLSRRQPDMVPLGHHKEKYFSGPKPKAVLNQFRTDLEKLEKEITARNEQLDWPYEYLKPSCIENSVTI
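Hydroperoxide product was detected by ferrous iron/xylenol orange as the 573 to 405 nm absorbance ratio. Arachidonic acid at 40 uM (final) was turned over for 30 min at room temperature by 150 nM human 12hLO, pH 7.0 Hepes buffer, after 15 min compound preincubation.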
Vif-APOBEC3G blk = blocks the Vif interaction with human APOBEC3G; Q9HC16; HeLa A3G-eYFP + Vif (tagged APOBEC3G with the HIV-1 protein that degrades it), YFP fluorescence, overnight; Potency, µM (titrated, usually from 46.1 µM), without a hit: at the top dose activity, negative = active, most hits filed as inhibitors; 410,000 tested, 0.076% active; AID 602310;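 further: potency means the concentration at half of the fitted maximal effect; on the % scale 0 is the no-effect control and ±100 the full control effect; nearly all actives have a fitted effect of over 60% in size; hits raise eYFP signal because A3G escapes Vif-driven loss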
Target sequence (Q9HC16 whole entry, looked up): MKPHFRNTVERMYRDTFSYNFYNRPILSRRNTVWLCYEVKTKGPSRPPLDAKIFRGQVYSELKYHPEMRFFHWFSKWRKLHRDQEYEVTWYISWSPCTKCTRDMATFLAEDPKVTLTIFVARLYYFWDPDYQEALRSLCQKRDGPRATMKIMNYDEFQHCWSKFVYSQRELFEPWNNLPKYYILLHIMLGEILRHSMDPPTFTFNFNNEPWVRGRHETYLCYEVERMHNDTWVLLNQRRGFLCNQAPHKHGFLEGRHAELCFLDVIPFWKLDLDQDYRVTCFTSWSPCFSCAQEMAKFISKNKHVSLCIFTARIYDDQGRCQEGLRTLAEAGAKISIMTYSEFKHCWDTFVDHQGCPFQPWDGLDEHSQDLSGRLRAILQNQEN
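Read-out is eYFP fluorescence (Ex 488/Em 500-530) from Vif-expressing HeLa A3G-eYFP cells; more signal means A3G escaped Vif-mediated degradation. Cells plated overnight, compound pinned in, incubated overnight at 37 deg C.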
D2 ag = D2 dopamine receptor (human) agonism; P14416; HEK293 T-REx D2 cells, calcium flux agonist mode; activation, % at 2 µM; 340,000 tested, 0.53% active; AID 485358;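 active means activation over 3 SD above normal in the single-dose calcium agonist read, cut at about 30% in these data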; further: 0% is about no effect
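Tetracycline-induced HEK293 Trex cells with D2 receptor force-coupled to calcium signaling, plated overnight at 30 C and loaded with no-wash calcium dye. Calcium flux read kinetically for 180 s after compound addition; responses flag agonists.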
ERG Ets-DNA blk = inhibitors of human ERG Ets domain-DNA interaction; fluorescence polarization, His-ERG Ets domain / labelled DNA; Potency, µM (doses to about 76.9 µM), for inactives: top-dose FP activity, negative = inhibition, actives largely listed as inhibitors; 370,000 tested, 0.028% active; active means well fitted inhibition curve with a large enough effect in the polarisation, with a control signal flat; inconclusive means small, poorly fitted or top-dose-only effect, or effect the other way, or a change in a side signal; inactive means no such curve, though single readings can be large or run the other way; the % refers to the polarisation;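 further: polarization taken with two DNA probes labelled with fluorescein and Texas red; potency means the concentration at half of the fitted maximal effect; % of control where 0% means no effect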
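His-tagged ERG Ets domain (1 uM in the protein solution; 300mM KCl, 50mM Tris-HCl, 1mM EDTA, 1mM DTT, pH 7.5) received compound, then a probe mix of 5 nM fluorescein-DNA and 100nM Texas-615-DNA. Fluorescence polarization was read for both dyes.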
Vif-A3F inh = Vif-A3F binding inhibition; HeLa A3F-eYFP + Vif (tagged APOBEC3F with the HIV-1 protein that degrades it), YFP fluorescence increase; Potency, µM (doses to about 46.1 µM), inactives show at the top dose activity, negative = active; AID 602313; 390,000 tested, 0.2% active; further: potency means the concentration at half of the fitted maximal effect; % of control where 0% means no effect; nearly all actives have a fitted effect of over 65% in size
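Fluorescence increase (Ex 488/Em 500-530) after overnight compound treatment at 37 deg C flags inhibition of Vif-driven A3F-eYFP loss in stable HeLa A3F-eYFP/Vif cells seeded overnight beforehand.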
GRP78 ERSR act = ER stress response induction in glioma | U87-MG GRP78 promoter luciferase reporter, 16 h | Potency, µM, inactives show at the highest dose activation, hits mostly activators | 420,000 tested, 0.02% active; further: potency means the concentration at half of the fitted maximal effect; series mostly up to about 76 µM; % of control where 0% means no effect; nearly all actives have a fitted effect of over 35% in size
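Stably transfected U87-MG human glioma cells carrying a GRP78-based luminescent sensor were seeded at 1000 cells/well, pin-dosed with compounds and incubated 16 h. Luciferase reagent was then added, and end-point luminescence was read after 10 min at room temperature.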
D2 antag = antagonists of human D2 dopamine receptor | AID 485344 | inhibition, % at 10 µM | P14416 | HEK293 TREx D2 cells, calcium flux, dopamine EC80 | 340,000 tested, 2% active; in the data active means inhibition above about 30%; further: 0% is about no effect
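Tetracycline-induced HEK293 T-REx cells expressing D2 force-coupled to calcium signalling were dye-loaded, exposed to compound for 180 s, then challenged with an EC80 of dopamine; calcium flux was followed kinetically for a further 180 s.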
LDHA inh = blocks human lactate dehydrogenase A; P00338; purified LDHA, NADH/diaphorase-resazurin fluorescence; stronger effect = lower value; activity change, % (values are at about 110 or 230 µM); 480,000 tested, 0.15% active; AID 1347041; in the data active means activity change below about -30%; inconclusive means mostly about -25% to -30%;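 further: plate controls were DMSO wells for no effect and wells without enzyme for full effect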
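Enzyme activity of human lactate dehydrogenase 5 (2 nM; 0.06 mM NADH, 0.2 mM pyruvate, 5 min, RT) is measured via a resazurin/diaphorase fluorescence readout of residual NADH.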
The depositor's hits bear a star; ? = inconclusive; . = not tested or not shown; & = joins results of further samples; [ ] = remark or other dose. Unless noted, the call rests on the fitted dose curve; in most records, active means well fitted curve in the direction sought with a large enough effect; inconclusive means small, poorly fitted or top-dose-only effect, or another doubt; inactive means no such curve, though single readings can be large; an effect the other way counts as inactive or inconclusive. Only part of the results is shown (hit frequency here may not be typical).

Second line of a record: RGS4 inh, ALOX12 inh, Vif-APOBEC3G blk, D2 ag, ERG Ets-DNA blk, Vif-A3F inh, GRP78 ERSR act, D2 antag, LDHA inh
COc1cc(O)c(C(CC(=O)N2CCCCC2)c2cc(OC)c(OC)c(OC)c2)c(OC)c1 (stereo not given)
    6%&-14%, ?, 2%&2%, 0.6, -2%, 6%, 0%&-2%, -8, 1
COC(=O)c1cc(Br)c(=O)n(CCc2ccc(F)cc2)c1
    -10%, 0%, 1%, -0.1, -15%, 4%, -1%, 1, -12
COc1ccc(NS(=O)(=O)c2cc(C(=O)O)ccc2C)cc1
    17%, 0%, 0%, 0.2, ., -2%, -1%, 3, 2
COc1nccnc1NS(=O)(=O)c1ccc(NCc2cc(Br)ccc2O)cc1
    4%, 5%, 1%, 1.5, 10%, -27%, 4%, 0, -7
O=C(CN1C(=O)COc2ccc(S(=O)(=O)N3CCCC3)cc21)NCc1ccccn1
    18%, 2%, 1%, 0.4, -2%, 2%, -2%, -1, -6
COc1ccccc1C(NC(=O)C1CCN(CCOc2ccccc2)CC1)c1ccccn1 (stereo not given)
    ., -2%, -1%, ., ., ., -3%, ., -5
COc1ccc(CSc2nnc(C)s2)cc1F
    -11%, 0%, -3%, -0.1, 4%, -25%, 2%, 10, -2
Nc1nnc(SCc2ccc(F)cc2)s1
    1%, -19%, 0%, -0.9, 3%, -11%, 0%, 11, -6
COc1ccc(-c2cn3cccnc3n2)cc1NC(=O)c1ccccc1C(F)(F)F
    -5%, -11%, -4%, 0.7, 1%, -1%, -3%, ., -2
Cc1ccc(S(=O)(=O)N2CCCCC2C(=O)O)cc1 (stereo not given)
    7%, -11%, 1%, 0.1, -15%, -17%, -1%, -6, -1
Cc1ccc(-n2c(=O)c3c(C)c(C)sc3n(CC(=O)NCc3ccccc3)c2=O)cc1C
    ?, 1%, -15%, 0.7, -2%, -1%, -2%, ., -3
COc1ccc(NC(=O)CC2(CC(=O)O)CCCC2)cc1
    -12%[56.9 µM], -8%, 2%, -0.6, -7%, 0%, -5%, 12, 5
CN=c1sc(C(=O)Nc2ccccc2)c(C)n1C
    1%, ?, 5%, 1.2, -2%, 9%, 1%, -12, -5
COCCNC(=S)NC(=O)CC12CC3CC(CC(C3)C1)C2
    4%, ?, -6%, 1.8, ., 5%, -3%, 3, -5
CCC(C)NCC(=O)Nc1ccc([N+](=O)[O-])cc1C(=O)Nc1ccccc1F (stereo not given)
    -1%, 4%, -3%, -0.2, -16%, -1%, -2%, -1, 0
CCOc1ccc(CCNCc2c(C(=O)O)n(Cc3ccc(C)cc3)c3cc(OC)ccc23)cc1
    0%, 7%, ., -0.2, 0%, ., ., ., 4
C/C(=N\O)C1(C)N(O)C(C)(C)C(c2ccc(F)cc2)=[N+]1[O-] (stereo not given)
    6%, 411%[activator], -7%, 2.0, 7%, -3%, -6%, 7, -3
Cc1cc(NC(=O)CSc2ccc3nnc(-c4cccc(F)c4)n3n2)no1
    9%, 45µM*, 1%, -2.2, ., -3%, -2%, -10, -6
COc1ccc(-c2cccc([C@H]3[C@@H]4C=CC[C@@H](C)[C@@H]4C(=O)N3Cc3ccccc3)c2)cc1
    -1%, ?, 0%, ., 14%, 2%, 0%&-3%, ., 2
COc1cccc(Nc2nc(-c3cccs3)nc3ccccc23)c1
    -13%, 2%, -16%, 0.5, 2%, 2%, -2%, -10, -1

Marked active in ALOX12 inh, among the entries above:
| Structure | RGS4 inh | ALOX12 inh | Vif-APOBEC3G blk | ERG Ets-DNA blk | D2 antag | LDHA inh |
| --- | --- | --- | --- | --- | --- | --- |
| Cc1cc(NC(=O)CSc2ccc3nnc(-c4cccc(F)c4)n3n2)no1 | 9% | 45µM* | 1% | . | -10 | -6 |

Returning to the listing; the four compounds before the break are reprinted first.
Second line of a record: RGS4 inh, ALOX12 inh, Vif-APOBEC3G blk, D2 ag, ERG Ets-DNA blk, Vif-A3F inh, GRP78 ERSR act, D2 antag, LDHA inh
C/C(=N\O)C1(C)N(O)C(C)(C)C(c2ccc(F)cc2)=[N+]1[O-] (stereo not given)
    6%, 411%[activator], -7%, 2.0, 7%, -3%, -6%, 7, -3
Cc1cc(NC(=O)CSc2ccc3nnc(-c4cccc(F)c4)n3n2)no1
    9%, 45µM*, 1%, -2.2, ., -3%, -2%, -10, -6
COc1ccc(-c2cccc([C@H]3[C@@H]4C=CC[C@@H](C)[C@@H]4C(=O)N3Cc3ccccc3)c2)cc1
    -1%, ?, 0%, ., 14%, 2%, 0%&-3%, ., 2
COc1cccc(Nc2nc(-c3cccs3)nc3ccccc23)c1
    -13%, 2%, -16%, 0.5, 2%, 2%, -2%, -10, -1
CCc1c(C)c2nncn2[nH]c1=O
    23%, -33%, 0%, -0.3, -7%, 7%, -5%, -7, -6
CCCCOc1cccc(C(=O)N(Cc2ccccc2)C2CCS(=O)(=O)C2)c1 (stereo not given)
    -3%, -2%, -3%, 0.5, 14%, 14%, 1%, -2, -4
C=C1CCC[C@]2(C)C[C@H]3OC(=O)C(CN4CCOCC4)[C@H]3C[C@@H]12 (stereo not given in full)
    -7%, -143%, -21%, 14, 19%, -11%, -7%, -1, -3
O=C(Nc1ccnn1C1CCN(Cc2cccc(OCCO)c2)CC1)C1CC1
    3%, 18%, 0%, -0.1, -13%, -8%, -2%, 10, -9
CC(=O)Oc1cc(C)cc2oc(=O)cc(-c3ccccc3)c12
    -1%, -5%, -3%, 0.4, 0%, 1%, 0%, 0, -3
CCc1ccc(S(=O)(=O)c2nnn3c2nc(NCCNC(C)=O)c2ccccc23)cc1
    -14%, ?, 1%, 0.3, -2%, 3%, -1%, 7, -8
c1cc(-c2cn(C[C@H]3CC[C@@H]([C@@H]4CC[C@H](Cn5cc(-c6ccsc6)nn5)O4)O3)nn2)cs1
    -5%, ., -15%, 0.5, 10%, -3%, -2%, -14, 2
CC(C)(C)C(=O)Nc1cc(NC(=O)C(C)(C)C)cc(C(=O)Nc2c[nH]c(=O)[nH]c2=O)c1
    28%, 95%[activator], 1%, ., 4%, -8%, 4%, ., -10
N#CC1=C(N)OC2=C(CC/C2=C\c2ccccc2)C1c1ccccc1 (stereo not given)
    -18%[11.4 µM], -18%, ?, -0.1, 6%, ?, 2%, 2, 10
CCOC(=O)c1cccc(NC(=O)/C=C/c2cccc([N+](=O)[O-])c2)c1
    1%, 7%, 2%, ., 6%, -3%, 0%, ., 1
COc1ccc2nc(NC(=O)CSc3nnc(C)n3N)sc2c1
    15%, 65%[activator], -1%, -0.8, -10%, -6%, -9%, 7, -1
Cc1cc(C)n2nc(C(=O)OCCOc3ccc(Br)cc3)nc2n1
    12%[11.4 µM], ?, -4%, -0.4, 6%, 7%, -2%, -12, 0
Cc1ccc(Cl)c2sc(NC(=O)CS(=O)(=O)c3ccc(Cl)cc3)nc12
    -42%, ?, 0%, ., -1%, -1%, -2%, ., -7
C(=N\N1CCOCC1)/c1cccs1
    22%, -11%, 0%, 2.2, -6%, -27%, -2%, 6, -2
CCN(CC)C(=O)[C@H]1CC(CC(=O)NCC23CC4CC(CC(C4)C2)C3)C(=O)N2CCc3c([nH]c4ccc(OC)cc34)[C@]12C (stereo not given in full)
    20%, ?, -3%, ., 2%, -8%, -2%, ., 2
COc1ccc2c(c1OC)C(=O)N(C(C)C(=O)O)C2=O (stereo not given)
    -1%, 3%, 2%, ., ., -6%, -3%, ., -6
COc1ccc(CCN(C)C(=O)c2ccc(COc3ccccc3)o2)cc1OC
    -31%, 6%, -6%, -1.4, -7%, 1%, 2%, 15, 1
CC1(C)CC(=O)C(C=Nc2ccccc2Sc2ccccc2)=C(O)C1
    -30%, ., 1%, -0.2, 7%, 3%, 4%, -15, 3
CC(C)(C)NS(=O)(=O)c1ccc(CCC(=O)N2CCCC2)cc1
    19%, 12%, 2%, 0.6, 1%, 11%, -6%, -3, -8
Cc1ccc(C(C)C)c(OCC(=O)NNC(=O)C2CSC3(C)CCC(=O)N23)c1 (stereo not given)
    -7%, 2%, -4%, ., ?, 8%, -2%, ., -2

Exported comma-delimited: entries from further up
compound,RGS4 inh,ALOX12 inh,Vif-APOBEC3G blk,D2 ag,ERG Ets-DNA blk,Vif-A3F inh,GRP78 ERSR act,D2 antag,LDHA inh
Cc1cc(C)n2nc(C(=O)OCCOc3ccc(Br)cc3)nc2n1,12%[11.4 µM],?,-4%,-0.4,6%,7%,-2%,-12,0
Cc1ccc(Cl)c2sc(NC(=O)CS(=O)(=O)c3ccc(Cl)cc3)nc12,-42%,?,0%,.,-1%,-1%,-2%,.,-7

A section taken from the entries so far, as a working copy:
Second line of a record: RGS4 inh, ALOX12 inh, Vif-APOBEC3G blk, D2 ag, ERG Ets-DNA blk, Vif-A3F inh, GRP78 ERSR act, D2 antag, LDHA inh
CC(C)(C)NS(=O)(=O)c1ccc(CCC(=O)N2CCCC2)cc1
    19%, 12%, 2%, 0.6, 1%, 11%, -6%, -3, -8
Cc1ccc(C(C)C)c(OCC(=O)NNC(=O)C2CSC3(C)CCC(=O)N23)c1 (stereo not given)
    -7%, 2%, -4%, ., ?, 8%, -2%, ., -2
